Arrestin-AP2 inh: blocks beta-arrestin peptide binding to AP2 adaptin. FITC-arrestin peptide / GST-AP2 beads, flow cytometry; AP2 beta2 appendage carries R879A mutation. inhibition, % at 10 µM. 340,000 compounds, 0.31% hits;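 active means inhibition above a set limit, near 3 SD of compounds lacking own fluorescence, cut at about 54% in these data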;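 further: plate controls were DMSO wells for no effect and 5 µM unlabelled arrestin peptide for full effect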
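Material – AP2 appendage R879A on GSH beads · Buffer or medium – PBS with 0.05% Tween 20 and 0.1% BSA · Probe or stimulus – fluorescein-tagged arrestin peptide at 50 nM final · Incubation – compound with beads 12 min RT, then probe 1 h RT · Detection – high-throughput flow cytometry of beads, ex 488, em 535 nm · Evaluation – percent response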
C-LANA FP: blocks KSHV LANA C-terminal domain binding to DNA. MBP-C-LANA/FAM-LBS DNA binding, fluorescence polarization. inhibition, % at 9 µM. 340,000 compounds, 0.078% hits;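 active means highest replicate inhibition at or above 60% at 9 µM, even if other replicates fall short; inactive means all replicates below 60% inhibition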;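 further: 0% = neutral control wells and 100% = 4 µM acridine orange control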
RTF Ca sens act: increases calcium sensitivity of human cardiac regulated thin filaments; P19429+P45379; IANBD-labeled TnC RTF fluorescence at EC20 calcium; 0% EC20 calcium, 100% full calcium; activation, % at 7.2 µM; 340,000 compounds, 0.24% hits;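 active means activation above the mean over all tested compounds plus 3 SD, cut at about 30% in these data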;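 further: rise in fluorescence read as greater calcium sensitivity of cardiac thin filaments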
OPRM1-OPRD1 ag: agonists of human mu-delta opioid receptor heterodimerization | 340,000 compounds, 0.3% hits | activation, % at 9.3 µM | P35372+P41143 | cells, OPRM1-OPRD1 heterodimerization, luminescence; in the data active means activation above about 18%;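 further: 0% = vehicle-treated cells and 100% = reference agonist; values of inactives mirror those of a sister screen read the other way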
DSG3 Ab inh: human desmoglein-3 autoantibody binding inhibition | P32926 | DSG3-coupled beads, scFv-anti-DSG3-GFP binding, flow cytometry; stronger effect = lower value | binding (percent of control), % at 10 µM | 310,000 compounds, 0.48% hits | AID 588358;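 active means binding more than 3 SD below its plate's average and above zero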;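 further: hits lower antibody fragment binding to DSG3; some compounds called inactive have numbers as strong as hits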
Wnt bcat act: Wnt/beta-catenin pathway activation; activation, % at 9.35 µM; Wnt/beta-catenin reporter cell assay, activator, plate reader; 300,000 compounds, 1.2% hits; in the data active means activation above about 30%, passing the limit was not always enough;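 further: 0% = neutral control wells and 100% = positive control wells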
V-ATPase pHluor: yeast V-ATPase proton transport regulation by pHLuorin | S. cerevisiae, pHLuorin cytosolic pH fluorescence | response, % at 10 µM | 350,000 compounds, 0.37% hits; in the data active means response mostly above about 7.3%, no sharp cut-off; inactive means mostly below about 5.4%; further: actives read high; inactives centre near 0; some compounds called inactive have numbers as strong as hits; reference of the scale not given here
Cardiac RTF inh: cardiac RTF calcium desensitization; inhibition, % at 7.15 µM; AID 493244; IANBD-labeled cardiac RTF, Ca2+ fluorescence; P19429+P45379; 340,000 compounds, 0.12% hits;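 active means inhibition above the mean inhibition of all tested compounds plus 3 SD, cut at about 17% in these data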;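 further: assay run at fixed EC70 calcium of 1.6 mM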
MOR-DOR inv ag: inverse agonist of human OPRM1-OPRD1 heterodimerization. P35372+P41143. cell-based MOR-DOR heterodimer luminescence, inverse agonism. inhibition, % at 9.3 µM. 340,000 compounds, 0.21% hits. AID 504357; in the data active means inhibition above about 22%, passing the limit was not always enough;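 further: 0% = cells with DMSO and 100% = wells without cells with DMSO; values of inactives mirror those of a sister screen read the other way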
Keap1-Nrf2 PPI: disrupts human Keap1 binding to Nrf2 peptide. Q14145. Keap1 Kelch-Nrf2 peptide fluorescence polarization, 1536-well. inhibition, % at 9.4 µM. 340,000 compounds, 0.15% hits. AID 504523; in the data active means inhibition above about 12%;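 further: human Keap1 Kelch domain with fluorescein labeled Nrf2 9mer peptide probe; 0% = neutral control wells and 100% = peptide positive control; higher means more block of Keap1 binding to Nrf2 peptide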
Target sequence (Q14145 whole entry, looked up, the tested form may be a part): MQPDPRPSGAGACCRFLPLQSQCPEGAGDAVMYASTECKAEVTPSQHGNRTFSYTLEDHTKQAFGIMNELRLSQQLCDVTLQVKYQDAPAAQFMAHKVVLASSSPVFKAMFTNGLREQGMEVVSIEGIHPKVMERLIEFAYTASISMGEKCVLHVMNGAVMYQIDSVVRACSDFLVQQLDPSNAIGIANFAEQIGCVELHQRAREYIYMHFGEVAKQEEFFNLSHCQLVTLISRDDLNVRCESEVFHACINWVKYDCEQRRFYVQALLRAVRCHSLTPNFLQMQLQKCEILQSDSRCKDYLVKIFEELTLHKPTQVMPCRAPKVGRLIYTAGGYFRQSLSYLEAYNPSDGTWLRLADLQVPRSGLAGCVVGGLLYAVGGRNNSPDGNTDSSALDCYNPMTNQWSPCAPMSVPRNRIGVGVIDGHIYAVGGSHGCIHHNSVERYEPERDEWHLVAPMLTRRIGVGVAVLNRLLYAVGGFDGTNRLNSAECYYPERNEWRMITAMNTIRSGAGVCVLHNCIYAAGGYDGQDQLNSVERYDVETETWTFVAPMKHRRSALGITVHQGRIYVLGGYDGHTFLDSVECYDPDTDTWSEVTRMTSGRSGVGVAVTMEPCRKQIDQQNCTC
* = called active by the depositor; · = not tested or not shown.

Every second line gives: Arrestin-AP2 inh, Keap1-Nrf2 PPI, C-LANA FP, MOR-DOR inv ag, Wnt bcat act, OPRM1-OPRD1 ag, Cardiac RTF inh, RTF Ca sens act, DSG3 Ab inh, V-ATPase pHluor
> CC1(c2nnc(-c3ccc(F)cc3)o2)CC(c2ccc(F)cc2)=NO1 (centres undefined)
    5.1, 1.3, 0.6, 17.3, -2.7, -3.0, -11.3, -3.4, 101.5, 4.4
> Cc1c(NC(=O)CC(=O)Nc2c(C)n(C)n(-c3ccccc3)c2=O)c(=O)n(-c2ccccc2)n1C
    -4.8, -3.5, -1.4, -4.0, ·, 0.7, -4.9, 0.6, 98.5, 4.5
> CC(C)Cn1nc(C(=O)N2CCc3ccccc32)c2ccccc2c1=O
    12.5, -0.6, -1.3, 11.9, -2.1, -2.4, 0.5, -14.8, 101.2, -0.6
> CCC1=C(OC(=O)N(CC)CC)N2C(=O)OC(=NCc3ccccc3)[C@]2(C)[C@H]2C1=CC[C@H]1C(=O)N(CC(=O)OC)C(=O)[C@H]12
    5.7, -3.6, 3.5, 15.2, -6.0, -2.7, -11.3, 5.3, 103.7, 5.2
> O=C(c1ccc(F)cc1)n1c(NCc2ccccc2)n[nH]c1=S
    10.0, 0.1, -1.3, 8.4, 1.7, -1.6, 10.9, -1.1, 100.6, -1.6
> O=C(NCc1ccccc1)c1cccc(OCC(=O)N2CCN(C(=O)c3ccco3)CC2)c1
    0.4, -3.7, 0.6, 8.8, -0.7, -1.8, -3.8, 0.4, 101.0, 5.9
> O=C(Nc1ccc(-c2csc(-c3ccccc3)n2)cc1)c1ccccc1
    -0.1, -0.9, -1.1, -91.1, ·, 16.5, -1.3, -8.2, 108.0, -4.2
> CCCCN(C)CCCNC(=O)c1cn(CC)c2ccc(S(=O)(=O)N3CCc4ccccc4C3)cc2c1=O
    8.9, 2.5, 0.5, 16.3, -1.9, -3.2, 0.9, -1.5, 104.8, -2.4
> Cc1cc(=O)oc2c(C(=O)/C=C\c3cccs3)c(O)ccc12
    -3.9, -2.3, -0.1, -9.3, ·, 1.8, -2.0, 0.8, 102.2, -0.3
> CC(C)C[C@H]1CN=C(Nc2ccccc2)N1CC1CCCCCC1
    8.2, 1.1, 1.4, 17.1, -3.1, -3.1, -4.8, -3.8, 102.5, -7.0
> O=C(NC1CCCCC1)C1(c2ccccc2)CC1(Cl)Cl (centres undefined)
    -2.4, -4.9, -0.5, -3.8, -1.9, 0.7, -2.1, -2.3, 97.9, -4.1
> O=S(=O)(c1ccccc1)N1N=C(c2cccs2)CC1c1ccc(Br)cc1 (centres undefined)
    6.3, -0.5, -1.1, -6.1, -5.0, 1.1, -20.7, -0.7, ·, 4.8
> O=S(=O)(c1ccc(Br)cc1)c1nc(-c2ccccc2)oc1NCc1cccnc1
    4.3, -3.2, 0.0, 3.7, ·, -0.7, -5.7, -1.5, 78.8, -4.3
> COc1cccc(OC)c1-c1nn2c(-c3cc(-c4ccccc4)n[nH]3)nnc2s1
    -170.6, -7.2, -1.0, 5.7, ·, -1.1, -0.1, 1.2, 83.4, 2.4
> O=C(CNS(=O)(=O)c1c(Cl)cccc1Cl)N1CCCCCC1
    4.8, 5.6, -0.6, -0.9, -0.5, 0.2, -6.7, 7.2, 105.6, 6.4
> COc1cccc(CC(=NO)c2cccc(OC)c2)c1
    1.6, -3.6, 1.5, 8.0, -4.6, -1.6, 2.8, -2.8, 92.4, 5.6
> C[C@H](CO)N1C[C@H](C)[C@H](CN(C)C)Oc2ccc(NS(=O)(=O)c3ccc(F)cc3)cc2CC1=O
    4.6, 4.2, -0.5, 18.4, -0.3, -3.2, -9.1, -3.8, 101.2, -1.1
> CCCC(=O)c1c(NC(C)C)cc(C)oc1=O
    11.2, -1.7, -2.7, -4.9, 12.9, 0.9, -9.4, 7.1, 98.2, 3.4
> CC1CCCCN1S(=O)(=O)c1ccc(N(C(=O)c2cnccn2)C(C(=O)NC2CCCC2)c2cccs2)cc1 (centres undefined)
    -1.6, 0.5, -0.6, 2.5, ·, -0.5, -0.9, -3.7, ·, -1.8
> Cc1nc(N2CCN(C(=O)COc3ccccc3)CC2)c2c(C)c(C)sc2n1
    25.0, -1.7, -2.7, -22.3, -7.2, 3.7, 3.7, -7.6, 99.2, -4.8
> COc1ccc(NC(C)=O)cc1NC(=O)c1ccc(Cl)cc1
    5.4, -3.1, -0.1, 9.1, -0.5, -1.6, -10.6, 5.6, 106.8, 3.3
> COc1ccc(S(=O)(=O)N(C)C[C@H]2Oc3c(NC(=O)Nc4c(C)noc4C)cccc3C(=O)N([C@H](C)CO)C[C@@H]2C)cc1
    8.5, -2.9, 1.6, -6.7, -5.0, 1.2, 5.7, 14.6, 99.6, 6.2
> Cc1cccc(C)c1NC(=O)CSc1nnc(-c2ccoc2C)n1C
    3.3, -3.4, 1.6, 1.1, ·, -0.2, -4.0, 0.1, 106.9, -1.0
> CC(C)Oc1ccc(C(=O)NCCCNC(=O)c2cccnc2)cc1
    -19.0, 0.1, -1.1, 9.9, 38.2*, -1.7, -14.4, -2.2, 112.6, 2.3
> COc1cc(CNCCCN2CCOCC2)cc(Cl)c1OCC(=O)NC(C)(C)C
    10.0, -4.0, 2.7, 10.0, 0.3, -1.9, -1.4, 4.9, 97.3, -3.2
> O=C(OCCC12CC3CC(CC(C3)C1)C2)c1ccc(NCc2cc(O)ccc2O)cc1
    6.3, 6.3, 0.1, -13.9, -3.2, 2.9, -2.1, -1.9, ·, 4.8
> Cc1c(/C(O)=C2/C(=O)C(=O)N(Cc3cccnc3)C2c2cccs2)cnn1-c1ccccc1 (centres undefined)
    -2.2, -1.6, -1.4, 6.0, -3.2, -1.1, 4.3, -2.3, 88.2, -0.3
> O=c1cnc2ccccc2n1Cc1ccccc1C(F)(F)F
    5.8, -3.7, -0.9, -1.8, -1.3, 0.3, -8.1, -5.3, 107.9, 2.0
> CNc1c(NS(=O)(=O)c2ccc(CC(C)C)cc2)c(=O)oc2ccccc12
    5.3, -3.7, 0.8, -13.2, -2.1, 1.9, 6.5, -1.6, ·, 3.8
> Cn1ccsc1=NC(=O)c1ccc(Cl)c([N+](=O)[O-])c1
    4.1, -0.5, -2.0, -13.4, 11.3, 2.7, -7.7, 0.3, 95.2, 5.0
> Cc1ccc(S(=O)(=O)c2c(N)n(NC(=O)c3ccco3)c3nc4ccccc4nc23)cc1
    8.8, -6.4, -0.3, 3.5, ·, -0.7, -2.9, 3.9, 103.2, -1.1
> COc1ccccc1-c1nnc2sc(-c3ccc(N(C)C)cc3)nn12
    -3.8, -1.8, 1.0, 9.3, -11.1, -1.7, 2.7, -10.1, 81.8, -1.2
> CCCCOc1ccccc1C1NC(=O)NC(C)=C1C(=O)OCCOCC (centres undefined)
    -4.6, 3.3, -0.4, -31.0, 0.4, 5.0, 1.2, -5.2, 103.1, 1.3
> CCOC(=O)c1cnn(-c2ccccc2)c1-n1cccc1C(=O)C(=O)Nc1ccc(OC)cc1
    2.5, -1.1, 0.6, 12.3, 0.5, -2.7, -11.3, -4.4, 120.6, 0.1
> Cc1cccc(NC(=O)c2cc(NC(=O)C3CCCCC3C(=O)O)ccc2Cl)n1 (centres undefined)
    31.1, 0.4, -0.9, 14.7, ·, -3.5, -2.0, -2.9, ·, -3.2
> O=C(c1cccc(F)c1)N1CCCC(C(=O)N2CCCC2)C1 (centres undefined)
    23.2, 2.5, -0.5, 11.6, -1.0, -2.1, 9.0, 4.8, 105.7, 0.9
> COc1cccc(NC(=O)CN(C)CC(=O)Nc2ccc(C)c(S(=O)(=O)N3CCOCC3)c2)c1
    -3.9, -5.8, 0.2, 4.0, -3.2, -1.0, -5.5, -2.5, 96.4, 2.4
> CCCOc1ccc(C2=NNC(c3cccs3)=Nc3ccc(OC)cc32)cc1
    2.6, 1.0, -1.1, -14.1, ·, 2.3, -0.6, -4.2, ·, 3.5
> CC(=O)N1CCN(C(=O)c2ccccc2NS(=O)(=O)c2ccc(F)cc2)CC1
    1.3, -6.4, 0.3, 16.0, 1.9, -3.9, -4.0, -0.1, 85.0, 1.4
> COc1ccc(NC(=O)c2c(NC(=O)CCC(=O)O)sc3c2CCCCC3)cc1
    -9.7, -0.5, -0.8, 5.0, -0.2, -1.0, -3.5, -3.0, 101.6, -2.3
> CN(C)S(=O)(=O)c1cccc(C(=O)NCc2cccs2)c1
    -7.6, 2.7, 3.2, 13.3, ·, -3.2, -1.8, -2.6, ·, 0.5
> CCOc1cc(N2CCOCC2)c(OCC)cc1NC(=O)Cc1ccccc1
    -22.5, 6.7, -0.2, -1.8, -6.1, 0.4, -5.9, -5.2, 115.6, 1.2
> CCOc1cc(CNCc2ccccn2)cc(Cl)c1OC
    37.5, 1.9, -1.4, 2.2, -1.4, -0.4, -5.8, 2.5, ·, -3.6
> CCCCn1cc(SCC(=O)O)c2ccccc21
    -1.3, -4.9, 0.1, 4.4, 2.6, -0.8, -20.5, 10.6, ·, 1.3
> COc1ccccc1N1CCN(C2CCCN(Cc3ccccc3OCCO)C2)CC1 (centres undefined)
    12.5, 2.9, 2.2, 2.1, -0.1, -0.4, -0.7, -1.5, 103.4, -0.6
> CCOC(=O)C1C(c2ccc(OC)c(OC)c2)c2c([nH][nH]c2=O)CC1(C)O (centres undefined)
    5.3, 6.6, -0.4, 1.7, -1.3, -0.3, -20.8, 1.1, 116.2, -6.1
> COc1ccc(S(=O)(=O)N(CCN2CCOCC2)Cc2cc(OC)ccc2OC)cc1
    20.8, 1.4, -1.5, -0.2, ·, 0.0, 3.9, -7.8, 101.8, 3.5
> O=C(Nc1ncc2c(n1)CC(c1ccccc1)CC2=O)c1ccco1 (centres undefined)
    2.5, 3.2, 0.1, 15.7, -0.7, -3.1, -0.4, -3.2, 103.8, 3.6
> Cc1ccc(OCC(=O)Nc2ccc3oc(=O)ccc3c2)c(C)c1
    16.7, -4.2, -1.2, -15.5, 1.9, 1.9, -0.8, -1.3, 100.1, -3.5
> Cc1coc2c1c(C)cc1oc(=O)c(CC(=O)N[C@H](C(=O)O)C(C)C)c(C)c12
    32.3, -0.3, -4.3, 12.8, 0.4, -2.9, 1.0, -8.4, 98.2, -1.2
> CN(CC(=O)Nc1ccccc1Br)C(=O)c1ccc2c(=O)n3c(nc2c1)CCC3
    -9.5, -0.7, -0.2, 7.4, -0.2, -1.9, -11.5, 2.8, ·, 4.9
> COc1cc(C(=O)Nc2cccc(NC(=O)c3cccs3)c2)cc(OC)c1OC
    -5.0, -5.8, -0.4, 4.9, -1.0, -1.0, -0.1, 2.8, 103.2, -0.2
> COc1cccc(C(=O)N2CCCc3ccccc32)c1
    37.3, 0.6, 0.3, 18.3, -0.6, -3.8, -4.5, 4.1, 102.4, 3.0
> O=C(O)CCCCCNC(=O)CCn1nnc2ccccc2c1=O
    0.7, -1.7, -0.6, 9.2, -2.9, -1.7, -4.7, -1.6, 101.0, -2.7
> CCc1nnc(NC(=O)CSc2nc(N)c(NC(=O)c3ccc(OC)cc3)c(=O)[nH]2)s1
    5.0, -1.7, -0.5, 9.7, 0.0, -1.9, 3.3, -0.6, 102.1, -0.8
> O=C(COC(=O)c1cc(S(=O)(=O)N2CCOCC2)ccc1Cl)NC1CC1
    -13.0, 2.5, 1.3, 21.1, -0.5, -5.6, -7.0, 3.8, ·, -2.5

From PubChem
